Compound activity from PubChem BioAssay.
IP6K1 inhibitor = Primary qHTS assay for small molecule inhibitors of Inositol hexaphosphate kinase 1 (IP6K1). 140,000 compounds, 0.81% hits. activity change, % (series mostly up to about 58 µM). AID 1645851, 2021. IP6K1 kinase, ADP-Glo luminescence, 2 h; active compounds read low; in the data active = activity change below about -25%
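ADP-Glo luminescence measures ADP made by human IP6K1 during a 2 h RT reaction with ATP/IP6 (mix at 1.3 mM/130 uM); top library doses 57.5 and 19.1 uM final.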
HEK293 viab = GF-AFC viability counterscreen for inhibitors of alpha-synuclein gene (SNCA) expression | 150,000 compounds, 0.12% hits | AID 1671193, 2021 | Potency, µM (series often up to 57.1 µM), for the others: at the highest dose activity change, negative = cytotoxicity, most hits filed as cytotoxic | HEK-293-SNCA-luc viability, GF-AFC fluorescence, 24 h;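 note: potency is the fitted concentration of half-maximal effect; 0% = DMSO-treated cells and -100% = medium-only wells without cells; nearly all actives have a fitted effect of over 30% in size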
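HEK-293-SNCA-luc cells (1500/well) plated 24 h, then exposed 24 h to a dilution series; GF-AFC added 30 min at 37C, fluorescence 405/540 nm; normalised to medium-only and DMSO wells, Hill fit.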
FLuc inh = Firefly luciferase inhibition profiling of diverse chemical library using quantitative high-throughput screening; Luciferin 4-monooxygenase (Photinus pyralis), P08659; purified P. pyralis luciferase, luminescence, biochemical; Potency, µM (highest dose often 115 µM), without a hit: at the highest dose activity change, negative = inhibition, actives largely listed as inhibitors; 76,000 compounds, 2.5% hits; AID 1347043, 2019; note: potency is the fitted concentration of half-maximal effect; nearly all actives have a fitted effect of over 65% in size
Target sequence (P08659 whole entry, looked up): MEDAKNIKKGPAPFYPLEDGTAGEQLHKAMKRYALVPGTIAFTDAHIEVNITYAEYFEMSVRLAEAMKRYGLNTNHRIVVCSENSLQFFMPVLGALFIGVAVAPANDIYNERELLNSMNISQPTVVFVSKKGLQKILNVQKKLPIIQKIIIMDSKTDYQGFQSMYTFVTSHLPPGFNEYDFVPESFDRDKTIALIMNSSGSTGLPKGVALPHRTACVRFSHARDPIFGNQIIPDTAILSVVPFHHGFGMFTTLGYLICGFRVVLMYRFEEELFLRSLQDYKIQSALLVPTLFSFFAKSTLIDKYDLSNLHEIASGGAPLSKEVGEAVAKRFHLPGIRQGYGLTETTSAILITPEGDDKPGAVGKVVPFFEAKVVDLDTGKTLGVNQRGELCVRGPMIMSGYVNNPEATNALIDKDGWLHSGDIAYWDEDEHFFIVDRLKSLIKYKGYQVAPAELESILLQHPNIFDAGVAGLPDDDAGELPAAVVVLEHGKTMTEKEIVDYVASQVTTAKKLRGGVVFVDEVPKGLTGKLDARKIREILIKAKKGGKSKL
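Inhibitors were tested against purified firefly luciferase in a biochemical, low-substrate format (both substrates at 10uM) and luminescence measured with a CCD imager.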
GPT2 inh = Primary qHTS assay for inhibitors of Glutamate pyruvate transaminase 2 (GPT2); Alanine aminotransferase 2 (Homo sapiens), Q8TD30; Recombinant GPT2, coupled pyruvate oxidase/HRP Amplex Red fluorescence; Potency, µM (highest dose often 57.7 µM), for the others: top-dose activity change, negative = inhibition, hits mostly inhibitors; 100,000 compounds, 0.25% hits; AID 1671188, 2021; note: potency is the fitted concentration of half-maximal effect; nearly all actives have a fitted effect of over 60% in size; many of its hits are not listed in these tables
Target sequence (Q8TD30 whole entry, looked up): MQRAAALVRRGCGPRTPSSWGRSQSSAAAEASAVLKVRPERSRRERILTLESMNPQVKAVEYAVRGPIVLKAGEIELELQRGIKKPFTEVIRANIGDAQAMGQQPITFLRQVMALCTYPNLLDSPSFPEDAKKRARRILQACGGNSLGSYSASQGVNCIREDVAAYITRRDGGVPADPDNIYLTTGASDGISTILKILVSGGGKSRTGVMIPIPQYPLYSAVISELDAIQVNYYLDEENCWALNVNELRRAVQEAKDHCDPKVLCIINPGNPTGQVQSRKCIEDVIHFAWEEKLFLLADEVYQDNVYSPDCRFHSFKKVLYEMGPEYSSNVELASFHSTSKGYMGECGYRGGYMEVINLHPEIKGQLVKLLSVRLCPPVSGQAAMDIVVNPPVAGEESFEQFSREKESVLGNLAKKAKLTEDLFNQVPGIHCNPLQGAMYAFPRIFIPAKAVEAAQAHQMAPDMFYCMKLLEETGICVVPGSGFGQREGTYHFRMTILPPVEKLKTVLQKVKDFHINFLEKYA
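Inhibition is scored from Amplex Red fluorescence generated when pyruvate oxidase and HRP act on pyruvate released by GPT2. Reactions contain 10ng/uL enzyme, 250uM a-KG and 2mM L-alanine and run 30 min at room temperature.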
HEK293 tox = Cytotoxic Profiling in HEK 293 Cell Line of Diverse Libraries Using Quantitative High-Throughput Screening | 94,000 compounds, 6.6% hits | Potency, µM (highest dose often 115 µM), for the others: top-dose activity change, negative = cytotoxicity, most hits filed as inhibitors | HEK 293 viability, ATP luminescence (CellTiter-Glo), 48-72 h | AID 1345083, 2018; note: potency is the fitted concentration of half-maximal effect; nearly all actives have a fitted effect of over 60% in size
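Cells seeded first (HEK 293, 250 cells/well), then compound added by pintool. Incubation ran 48 or 72 hr at 37 degree Celsius. CellTiter-Glo was added and luminescence imaged after 10 min at room temperature.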
SNCA expr inh = Primary qHTS assay for inhibitors of alpha-synuclein gene (SNCA) expression; Potency, µM (doses to about 57.2 µM), for inactives: at the top dose activity change, negative = inhibition, actives largely listed as inhibitors; HEK-293 SNCA-luciferase knock-in, luminescence, 24 h; 140,000 compounds, 0.17% hits;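 note: potency is the fitted concentration of half-maximal effect; plate controls were DMSO cells for no effect and cell-free wells for full effect; nearly all actives have a fitted effect of over 45% in size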
NIH3T3 tox = Cytotoxic Profiling in NIH 3T3 Cell Line of Diverse Libraries Using Quantitative High-Throughput Screening | NIH 3T3 viability, CellTiter-Glo ATP luminescence, 48-72 h | Potency, µM (titrated, usually from 96.7 µM), for the others: at the top dose activity change, negative = cytotoxicity, most hits filed as inhibitors | 94,000 compounds, 4.3% hits; note: potency is the fitted concentration of half-maximal effect; nearly all actives have a fitted effect of over 55% in size
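Viability of NIH 3T3 cells after 48 or 72 hr compound treatment at 37 °C was assessed by CellTiter-Glo, with luminescence imaged following a 10 min room-temperature step.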
The depositor's hits bear a star; i = inactive; ? = inconclusive; / = no result given; [ ] = dose if it differs, or a comment. Unless noted, calls come from the whole dose curve; as a rule, active = well fitted curve in the direction sought with a large enough effect; inconclusive = small, poorly fitted or top-dose-only effect, or another doubt; inactive = no such curve, though single readings can be large; an effect the other way counts as inactive or inconclusive. Unless noted, % is set by controls: 0 for no effect and ±100 for the full control effect. Only part of the results is shown (hit frequency here may not be typical).

Molecule | IP6K1 inhibitor | HEK293 viab | FLuc inh | GPT2 inh | HEK293 tox | SNCA expr inh | NIH3T3 tox
Cc1cccc(NC(=O)N2CCCC(Cn3cnc4cccnc43)C2)c1 (stereo not drawn) | -1 | -3% | 8% | -5% | 6% | 0% | i
Cc1noc(-c2cccn3c(CNC(=O)Cc4cccc(F)c4)nnc23)n1 | 13 | 1% | -1% | i | 2% | -9% | -11%
Cc1nn2c(c1-c1ccnn1C(C)C)N(C(=O)c1ccc(Oc3ccccc3)cc1)CCC2 | 17 | 0% | 15% | i | ? | -22% | ?
CCOc1ccc(C2c3c(oc4ccc(C)cc4c3=O)C(=O)N2CCCN(C)C)cc1OC (stereo not drawn) | 23 | 2% | / | / | / | 24% | /
COc1ccc(-c2cc(-c3ccccc3)c(C#N)c(SCC(O)CS(=O)(=O)Cc3ccc(Cl)cc3)n2)cc1 (stereo not drawn) | 14 | -1% | / | / | / | -10% | /
COc1ccc(-n2nc(C3CCN(C(=O)Cc4ccccn4)CC3)[nH]c2=O)cc1 | 13 | 2% | -3% | i | -9% | 17% | -15%
CCN1c2cc(C(=O)NCc3ccccc3Cl)ccc2C(=O)N2CCCCCC21 (stereo not drawn) | -7 | 7%[12.5 µM] | -14% | i | ? | 11% | ?
COc1ccccc1CNC(=O)c1sc2nc3n(c(=O)c2c1C)CCC3 | 6 | 18% | / | / | / | 66%[activator] | /
O=C(CCN1CCCCO1)N1CCOC(CC2CCCCC2)C1 (stereo not drawn) | 0 | 7% | 3% | -14% | -10% | -8% | -21%
COCc1nc(C2CCN(C(=O)NCC(C)C)C2)no1 (stereo not drawn) | -1 | 10% | 0% | i | -1% | -5% | 0%
C[S+](=O)([O-])N1Cc2ccccc2CC2(CCN(CC3CCNC3)CC2)C1 (stereo not drawn) | -1 | 2% | / | 1% | 0% | 0% | -2%
COc1ccc(Cl)cc1Nc1cc(C)nc2nc(-c3ccccc3C)nn12 | 26 | -6% | / | / | / | ? | /
O=C(CS(=O)(=O)c1cccc2nsnc12)N1CCN(c2ccccc2)CC1 | -3 | -3% | / | / | / | 0% | /
CC(C)(C)C(=O)Cn1c(=O)n(-c2ccccc2)c(=O)c2c3c(sc21)CCC3 | 9 | ? | / | / | / | -4% | /
CCOc1ccc(C2Cn3nnc(-c4nc(-c5ccccc5C)no4)c3CO2)cc1 (stereo not drawn) | -2 | 2% | ? | i | -11% | 64%[activator] | -13%
Cc1cc(C2CC(C(=O)NCCc3ccccc3)CN(C(=O)NC(C)C)C2)ccc1F (stereo not drawn) | 17 | 0% | -21% | 1% | 40µM* | 19% | ?
O=C(CN1C(=O)c2ccccc2Sc2ncccc21)Nc1cccc(C(F)(F)F)c1 | 4 | -9% | / | / | / | ? | /
CSc1cccc(NC(=O)Cn2c(-c3ccc(Cl)cc3)nc(C)c(CCO)c2=O)c1 | -3 | 1% | -1% | i | 32µM* | 5% | -13%
CCc1nc2c(=O)n(CC(=O)NCc3ccc(Br)cc3)nc(C)c2s1 | 24 | -5% | -19% | -23% | 11% | 10% | i
COc1ccc(-c2cc(C(C)=O)c(C)n2CCC(=O)Nc2ccc(C)cc2Cl)cc1 | -4 | 8% | / | / | / | -12% | /
Cc1ccc(CNC(=O)c2ccc(CS(=O)(=O)Cc3ccc(C)cc3)o2)cc1 | -8 | -1% | / | / | / | -8% | /
CCOC(=O)C1=CN(CC(=O)Nc2ccc(C)cc2Cl)S(=O)(=O)N=C1C | -7 | 10% | -4% | i | ? | 2% | -16%
CC(C)NC(=O)NC[C@H]1O[C@@H]2C[C@@H](CC(=O)NCc3cnn(C)c3)O[C@@H]2[C@@H]1O | 8 | -5%[87.6 µM] | 2%[172 µM] | -9%[88.5 µM] | i | 7%[87.6 µM] | -7%[174 µM]
C[C@@H]1C[C@@H](O)[C@@]2(CO)C(CO)=CCC[C@@H]2[C@@]12C[C@@H](c1ccoc1)OC2=O | 9 | -14% | / | i | / | / | /
COc1ccc(NC(=O)c2cn3cc(-c4ccc(F)cc4)sc3n2)cc1 | -6 | -5% | / | -6% | i | 17% | 1%
CCOc1ccccc1NC(=O)N1CCN(C(=O)N2CC3CC(C2)[C@H]2CCCC(=O)N2C3)CC1 (stereo partly drawn) | 7 | -10% | 7% | -2% | 9% | 1% | i
Cc1n[nH]c(C)c1CNC(=O)C1CCN(c2cnn(CC3CC3)c(=O)c2)C1 (stereo not drawn) | 13 | 2% | 4% | 0% | i | -7% | i
Cc1nc(-c2cnccn2)n(CC(=O)Nc2cccc(F)c2)c(=O)c1CCO | -8 | -5% | 3% | i | ? | 0% | -24%
CCn1cc(CN2CCCC23CCN(c2ccc(C(F)(F)F)cn2)CC3)c(C)n1 | -8 | 2% | 4% | -9%[11.5 µM] | ? | 13% | ?
Cc1nc(C)c(C(=O)N2CCCC(c3nn(C)c(=O)n3C(C)C)C2)s1 (stereo not drawn) | 3 | 1% | -8% | 2% | -12% | 6% | ?
Cc1noc([C@@H]2C[C@H](NC(=O)c3cccnc3)CN2C)n1 | -9 | 2%[87.6 µM] | -3%[230 µM] | i | i | -21%[87.6 µM] | 2%[174 µM]
CCc1ccc(N2CC(c3noc(-c4ccccn4)n3)CC2=O)cc1 (stereo not drawn) | 19 | 10% | -5% | i | 6% | 1% | -20%
CCc1ccc(-c2cn3c(n2)sc2cc(C(=O)NC4CCCCCC4)ccc23)cc1 | -10 | 2% | / | / | / | 48%[activator] | /
CNC(=O)N1CCC(C2CCN(S(=O)(=O)c3cc(F)ccc3OC)C2)CC1 (stereo not drawn) | 5 | 5%[12.5 µM] | -1% | 0% | -17% | -11% | -30%
CCC(Sc1nc2cc3c(cc2c(=O)n1CCCCCC(=O)NCc1ccc2c(c1)OCO2)OCO3)C(=O)NCCCOC (stereo not drawn) | 11 | -10% | / | / | / | -11% | /
O=C(C[C@@H]1CCNC[C@@H]1Cc1cc(CSc2ccccc2)on1)NCCN1CCOCC1 | 8 | 2% | -3% | -5% | 2% | -27% | i
COc1ccc(C(=O)NC2CCN(c3cc(-c4ccc(Cl)cc4)[nH]n3)C2)cc1F (stereo not drawn) | 14 | -27% | -1% | -15% | 40µM* | ? | ?
Cc1cc(C)n(CC(=O)N2CCC3(CC2)NCCc2c3[nH]c3ccccc23)n1 | 6 | 15%[12.5 µM] | -10% | i | -5% | ? | -24%
Cc1nc2cc(N3CCC(C(=O)O)CC3)cnc2nc1C | -13 | 5% | ? | i | ? | 66%[activator] | ?
O=c1[nH]c(=O)n([C@H]2C[C@H](O)[C@@H](CO)O2)cc1C(F)(F)F | 16 | -2%[23.9 µM] | / | i | / | -48%[25.6 µM] | /

Part of the list above in order of length of the SMILES, highest first:
Molecule | IP6K1 inhibitor | HEK293 viab | FLuc inh | GPT2 inh | HEK293 tox | SNCA expr inh | NIH3T3 tox
O=C(C[C@@H]1CCNC[C@@H]1Cc1cc(CSc2ccccc2)on1)NCCN1CCOCC1 | 8 | 2% | -3% | -5% | 2% | -27% | i
Cc1noc([C@@H]2C[C@H](NC(=O)c3cccnc3)CN2C)n1 | -9 | 2%[87.6 µM] | -3%[230 µM] | i | i | -21%[87.6 µM] | 2%[174 µM]
Cc1nc2cc(N3CCC(C(=O)O)CC3)cnc2nc1C | -13 | 5% | ? | i | ? | 66%[activator] | ?

The list continues:
Molecule | IP6K1 inhibitor | HEK293 viab | FLuc inh | GPT2 inh | HEK293 tox | SNCA expr inh | NIH3T3 tox
COc1ccc(NC(=O)Cn2ccn3nc4c(c3c2=O)CCCCC4)cc1 | 0 | 10% | -10% | 4% | ? | -12% | -22%
COCCN1CCCCCC(O)c2cc(C(=O)NCCc3c[nH]c4ccccc34)ccc21 (stereo not drawn) | 3 | ? | ? | i | ? | -13% | ?
COc1ccc(C(=O)N2CC(c3nc(CCN(C)C(=O)C4CC4)no3)C2)c(OC)n1 | -7 | -3% | -1% | i | 14% | 15% | i
Cc1ccc(OCC(=O)N2CCCC2c2nc(C3CCOCC3)no2)cc1 (stereo not drawn) | 0 | 8% | -13% | -3% | -23% | 5% | ?
O=C(NCCc1nc(Cc2ccccc2)no1)[C@H]1CCC[C@H](O)C1 | 16 | 0% | 13% | 1% | -4% | 1% | -6%
Cc1cccc(N(CC(=O)NCc2ccccc2)S(C)(=O)=O)c1C | -13 | -10% | / | / | / | -16% | /
COc1ccc(/C=C/c2nc3ccccc3c(=O)n2-c2cccc(C(F)(F)F)c2)cc1 | -8 | -1% | / | / | / | ? | /
COc1cccc(CN2CCCN(S(=O)(=O)c3ccccc3)CCC(=O)NCC2)n1 | 2 | 5% | -9% | i | -8% | 2% | -16%
COC(=O)N1CCCC(c2nn(-c3ccc(OC)cc3)c(=O)[nH]2)C1 (stereo not drawn) | 7 | -4%[87.6 µM] | -6%[172 µM] | i | 1%[172 µM] | 25%[87.6 µM] | -15%[138 µM]
O=C(NCc1nnc2ccc(-c3ccc(F)cc3)nn12)c1ccoc1 | 16 | -5% | 4% | i | -1% | -16% | -11%

In a second layout: 2 of the compounds above.
mol: COCCN1CCCCCC(O)c2cc(C(=O)NCCc3c[nH]c4ccccc34)ccc21 (stereo not drawn)
  IP6K1 inhibitor: 3	HEK293 viab: ?	FLuc inh: ?	GPT2 inh: i	HEK293 tox: ?	SNCA expr inh: -13%	NIH3T3 tox: ?

mol: COc1ccc(C(=O)N2CC(c3nc(CCN(C)C(=O)C4CC4)no3)C2)c(OC)n1
  IP6K1 inhibitor: -7	HEK293 viab: -3%	FLuc inh: -1%	GPT2 inh: i	HEK293 tox: 14%	SNCA expr inh: 15%	NIH3T3 tox: i

The list continues.
Molecule | IP6K1 inhibitor | HEK293 viab | FLuc inh | GPT2 inh | HEK293 tox | SNCA expr inh | NIH3T3 tox
Cc1c(F)cccc1NC(=O)Nc1cccc(-c2ccc(N3CCOCC3)nn2)c1 | -13 | 1% | 0.63µM* | i | -11% | 23% | -26%
CCCCN(C)CCNC(=O)Cn1ncc2c([nH]c3ccccc32)c1=O | -11 | -14% | / | / | / | 12% | /
CC(C)CN1CCN(c2nc(CCN)nc3ccccc23)CC1CCO (stereo not drawn) | -12 | -13% | 5% | i | 4% | 7% | 3%
O=C(NC1CCCCCC1)c1ccc2nc(-c3ccnc(Cl)c3)oc2c1 | 10 | 3%[87.6 µM] | / | 0%[88.5 µM] | ? | -24%[87.6 µM] | -19%[138 µM]
O=C(CCCc1ccccc1)NCc1nnc2cc(-c3nc(C4CC4)no3)ccn12 | 33 | -1% | 12% | -5% | ? | 14% | -27%
Nc1c(C(=O)Nc2ccc(Br)cc2)sc2nc(-c3ccncc3)ccc12 | -7 | 4% | / | / | / | 75%[activator] | /
